All columns: NCI-60 one-dose screen, growth in % after 48 h at 10 µM unless noted; 100 = growth as untreated, 0 = no growth, -100 = all killed.
UO-31: UO-31 renal cancer; actives 5.2% (n = 81,000)
ACHN: ACHN renal cancer; actives 4.9% (n = 81,000); AID 1794771
786-0: 786-0 renal cancer cells. actives 5.1% (n = 81,000). AID 1794775
NCI/ADR-RES: NCI/ADR-RES ovarian cells; actives 4.4% (n = 81,000); AID 1794790
IGROV1: IGROV1 ovarian cancer. actives 4.7% (n = 79,000). AID 1794786
CAKI-1: CAKI-1 renal cancer | actives 4.7% (n = 75,000) | AID 1794772
TK-10: TK-10 renal cancer cells; actives 3.9% (n = 81,000); AID 1794769
SN12C: SN12C renal cancer cells. actives 3.8% (n = 81,000)
The depositor's hits bear a star; · = no result given; & = joins results of further samples; ! = not active in a repeat. The calls were made as follows: active = growth percent below 10; inactive = the rest. Random draw from the library. About 9.3% of those tested had a hit in this group.

Preview:
SMILES | UO-31 | ACHN | 786-0 | NCI/ADR-RES | IGROV1 | CAKI-1 | TK-10 | SN12C
Cc1cc(NCCCNc2ccnc3cc(Cl)ccc23)nc(Nc2ccc(C(=O)N3CCCCC3)cc2)n1 | 58 | 43 | -29* | 76 | 46 | 76 | 5.5* | 37
CNc1ccc(Cc2c[nH]c3ccccc23)cc1 | 52 | 107 | 99 | 95 | 110 | 91 | 107 | 79
O=C(CCCCCNC1=CC(=O)c2ccccc2C1=O)NCCC[Se]c1ccccc1 | 82 | 105 | 121 | 105 | 68 | 159 | 206 | 99
O=C1c2ccccc2C(=O)N1CCC[P+](c1ccccc1)(c1ccccc1)c1ccccc1 | 94 | 91 | 103 | 108 | 96 | 93 | 109 | 107
Cc1cccc(C)c1/C=C1\CN(C(=O)OC(C)(C)C)C/C(=C\c2c(C)cccc2C)C1=O | 68 | 105 | 97 | 95 | 76 | 60 | 99 | 97

The list itself, previewed entries included:
SMILES | UO-31 | ACHN | 786-0 | NCI/ADR-RES | IGROV1 | CAKI-1 | TK-10 | SN12C
Cc1cc(NCCCNc2ccnc3cc(Cl)ccc23)nc(Nc2ccc(C(=O)N3CCCCC3)cc2)n1 | 58 | 43 | -29* | 76 | 46 | 76 | 5.5* | 37
CNc1ccc(Cc2c[nH]c3ccccc23)cc1 | 52 | 107 | 99 | 95 | 110 | 91 | 107 | 79
O=C(CCCCCNC1=CC(=O)c2ccccc2C1=O)NCCC[Se]c1ccccc1 | 82 | 105 | 121 | 105 | 68 | 159 | 206 | 99
O=C1c2ccccc2C(=O)N1CCC[P+](c1ccccc1)(c1ccccc1)c1ccccc1 | 94 | 91 | 103 | 108 | 96 | 93 | 109 | 107
Cc1cccc(C)c1/C=C1\CN(C(=O)OC(C)(C)C)C/C(=C\c2c(C)cccc2C)C1=O | 68 | 105 | 97 | 95 | 76 | 60 | 99 | 97
CCC(CC)(C(=O)Nc1ccc2nc(C)cc(N)c2c1)C(=O)Nc1ccc2nc(C)cc(N)c2c1 | 78 | 97 | 114 | 106 | 116 | 101 | 113 | 105
CC(=O)Nc1ccc(OC(C)=O)cc1 | 99&22 | 110&27 | 100&11 | -12*! | 113&24 | 99&18 | 99&42 | 102&20
N#C/C(=C/c1cccs1)c1nnc(NC(=O)c2ccc(-n3c(=O)[nH]c4ccccc4c3=O)cc2)s1 | 78 | 108 | 104 | 115 | 106 | 105 | 113 | 110
O=C(O)CCNS(=O)(=O)c1ccc(-c2ccccc2)cc1 | 93 | 98 | 106 | 108 | · | 104 | 136 | 95
Cc1ccc(S(=O)(=O)N(C)C2c3ccccc3Oc3ccccc32)cc1C | 62 | 90 | 78 | 89 | 79 | 74 | 83 | ·
Nc1ccccc1C1(c2ccccc2)N=C(c2ccccc2)C2C=CC=CC2N1 (configuration not stated) | 78 | 85 | 97 | 86 | 89 | 52 | 99 | 103
O=C(N/N=C/[C@@H](O)[C@H](O)[C@H](O)CO)c1ccc(NC(=O)c2cccnc2)cc1 | 83 | 101 | 106 | 112 | 109 | 96 | 106 | 97
O=C(/C=C/c1ccc(Cl)cc1)c1ccc(NC(=O)N2CCN(c3cc4c(cc3F)c(=O)c(C(=O)O)cn4C3CC3)CC2)cc1 | 80 | 101 | 87 | 100 | 89 | 83 | 107 | 86
C[N+](C)(CCCCCC[N+](C)(C)CC(=O)NC(N)=O)CC(=O)NC(N)=O | 90 | 100 | 97 | 109 | 97 | 99 | 84 | 101
COc1cc2c(c(OC)c1OC)C(=O)N[C@@H]1[C@@H](O)[C@@H](O)[C@H](O)C[C@@H]21 | 87 | 100 | 95 | 108 | 111 | 94 | 99 | 104
CN(C1c2ccccc2Oc2ccccc21)S(=O)(=O)c1ccc(Cl)c(Cl)c1 | 64 | 86 | 79 | 90 | 74 | 76 | 82 | ·
CNC(=O)c1cn(C2CC2)c2cc(N3CCN(C(C)=O)CC3)c(F)cc2c1=O | 88 | 100 | 101 | 105 | 102 | 96 | 100 | 105
CSc1cc(C(=O)O)nc(SC)n1 | 93 | 103 | 101 | 94 | 100 | 92 | 102 | 105
N#CCCN1c2ccccc2Sc2ccccc21 | 88&83 | 101&99 | 97&115 | 105 | 119&105 | 96&90 | 100&113 | 109&103
O=C(NCc1ccc(F)cc1)c1cccc(S(=O)(=O)N2CCCC2)c1 | 93 | 104 | 103 | 116 | 60 | 84 | 104 | 101
O=C(CSc1nnc2n1N=C(c1ccc([N+](=O)[O-])cc1)CS2)c1ccc([N+](=O)[O-])cc1 | 70 | 104 | 97 | 102 | 105 | 95 | 101 | 104
CC(C)c1ccc(OCCCCCCOc2cccc(/C=C3\N=C4SCCCN4C3=O)c2)cc1 | 76 | 90 | 95 | 81 | 108 | · | 112 | 93
CCn1cc(C(=O)N/N=C/c2cccnc2)c(=O)c2cc(F)c(N3CCNC(C)C3)c(F)c21 (configuration not stated) | 88 | 86 | 46 | 98 | 28 | 32 | 71 | 31
COc1ccc(C[n+]2c3ccccc3n3c4ccc([N+](=O)[O-])cc4ccc32)c(OC)c1OC | 100 | 97 | 106 | 95 | · | 106 | 105 | ·
COc1cc2c(cc1OC)C1=NN(C(=O)Nc3ccc(F)cc3)C(c3ccccc3)C1C2 (configuration not stated) | 82 | 97 | 107 | 100 | 103 | 96 | · | 97
CCCCCN(CCCCC)CCC(O)c1cccc2ccccc12 (configuration not stated) | 42 | 64 | 70 | 63 | 48 | 58 | 72 | 64
CCN(CC)c1ccc(/C=C2\SC(=S)N(NC(=O)CSc3nnc(Cc4ccccc4Nc4c(Cl)cccc4Cl)n3-c3ccccc3)C2=O)cc1 | 79 | 98 | 104 | 102 | 100 | 94 | 105 | 98
CN(C)C1CCCC/C=C(/c2ccccc2)C1c1ccccc1 (configuration not stated) | 68 | 101 | 93 | 101 | 102 | 96 | 89 | 105
NNC(=O)/C=C(/CC(=O)NN)C(=O)NN | 105 | 102 | 101 | 109 | 103 | · | 106 | 100
FC(F)(F)Oc1ccc2c(c1)CC1C[C@@H](c3cccc4ccccc34)N2O1 (some centres not stated) | 64 | 101 | 86 | 87 | 70 | 69 | 82 | 86
O=C1C(c2ccccc2)C2C=CC(C2)N1O (configuration not stated) | 68 | 107 | 102 | 112 | 108 | 106 | 101 | 102
c1csc(-c2cn3nc(-c4c[nH]c5ccccc45)sc3n2)c1 | 31 | 42 | 42 | 12 | 31 | 30 | 51 | 34
CC1CCC(=O)CC1C (configuration not stated) | 72 | 109 | 96 | 96 | 103 | 102 | 106 | 98
O=C(O)c1nn(-c2ccccc2)nc1N1CCCC1 | 91 | 105 | 103 | 110 | 107 | 70 | 85 | 103
Nc1nc(-c2ccccc2)c(CCCOc2ccc(NC(=O)CBr)cc2)c(=O)[nH]1 | 71 | 96 | 115 | 106 | 125 | 106 | 102 | 91
N[C@@H](CC(=O)N1CCn2c(nnc2C(F)(F)F)C1)Cc1cc(F)c(F)cc1F | 83 | 109 | 98 | 108 | 98 | 95 | 106 | 105
CC1(C)CC[C@]2(C(=O)NC3CCCCC3)CC[C@]3(C)C(=CC[C@@H]4[C@@]5(C)CCC(=O)C(C)(C)[C@@H]5CC[C@]43C)[C@@H]2C1 | 62 | 87 | 93 | 88 | 88 | 83 | 113 | 85
CCCCC[n+]1ccc(SCC(=O)N(C)c2cccc(Br)c2)c2ccccc21 | 89 | 107 | 101 | 107 | 106 | 99 | 103 | 106
COc1cc2c(c(O)c1Br)C(=O)c1c(O)cc(C[C@H](C)O)cc1[C@H]2[C@H]1c2cc(C[C@H](C)O)cc(O)c2C(=O)c2c1cc(OC)c(Br)c2O | -29* | -46* | 10 | 56 | 2.7* | 4.3* | 37 | 9.0*
Cc1ccc2nc(-c3ccc(C(=O)N/N=C/c4ccccc4)cc3)[nH]c2c1 | 93 | 101 | 106 | 96 | 94 | 95 | 152 | 106
O=S(=O)(Oc1ccc(-c2cn3ccsc3n2)cc1)c1ccccc1 | 87 | 105 | 97 | 98 | 104 | 90 | 92 | 99
CCCCCC(=O)C(=O)c1ccc(O)cc1O | 101 | 103 | 103 | 104 | · | 110 | 104 | 96
O=C(Nc1ccc(-c2nc(-c3cccc(OCCN4CCOCC4)c3)c(-c3ccnc(Br)c3)[nH]2)cc1)Oc1ccccc1 | 75 | 94 | 90 | 103 | 94 | 87 | 144 | 91
N#Cc1c(Oc2ccc(Cl)cc2)nc2sc3cc(Cl)ccc3n2c1=N | 74 | 108 | 107 | 106 | 82 | 83 | 149 | 94
O=C(NN=C1CCCCC1)C(=O)NN=C1CCCCC1 | 96 | 109 | 105 | 114 | 127 | 110 | 99 | 106

Reprinted at random: 2 compounds from above
SMILES | UO-31 | ACHN | 786-0 | NCI/ADR-RES | IGROV1 | CAKI-1 | TK-10 | SN12C
O=C(NN=C1CCCCC1)C(=O)NN=C1CCCCC1 | 96 | 109 | 105 | 114 | 127 | 110 | 99 | 106
CC1(C)CC[C@]2(C(=O)NC3CCCCC3)CC[C@]3(C)C(=CC[C@@H]4[C@@]5(C)CCC(=O)C(C)(C)[C@@H]5CC[C@]43C)[C@@H]2C1 | 62 | 87 | 93 | 88 | 88 | 83 | 113 | 85

Additional records.
SMILES | UO-31 | ACHN | 786-0 | NCI/ADR-RES | IGROV1 | CAKI-1 | TK-10 | SN12C
O=S(=O)(O)c1nc[n+]([O-])c2nc[nH]c12 | 85 | 97 | 102 | 99 | 117 | 77 | 112 | 98
CCOCC(C)C(OCC)OCC (configuration not stated) | 101 | 104 | 104 | 107 | 116 | 117 | 110 | 94
O=C1CCC23C=CC(O2)C2(Nc4ccccc4NC2=O)c2cc(F)ccc2N13 (configuration not stated) | 65 | 99 | 98 | 100 | 91 | · | 134 | 92
NC(=S)c1ccc2ccccc2c1 | 66 | 105 | 104 | 104 | 107 | 94 | 102 | 102
C=CCc1cc(C)cc2c(OC(C)=O)c(C(C)=O)c(-c3ccccc3)nc12 | 97 | 107 | 95 | 110 | 113 | 81 | 108 | 104
CS(=O)(=O)N1CCN(c2nc(NCCN3CCOCC3)ncc2Br)CC1 | 87 | 92 | 100 | 94 | 102 | 101 | 98 | 97
Clc1cccc(N=Cc2ccc(Cl)cc2Cl)c1 | 82 | 94 | 94 | 93 | 89 | 76 | 435 | 80
COc1cc2oc(C(=O)N[C@@H](Cc3ccccc3)C(=O)C(=O)NCc3ccccc3)c(C)c(=O)c2cc1O | 83 | 95 | 94 | 97 | 92 | 83 | 93 | 94
CS(=O)(=O)OC1CCCC(OS(C)(=O)=O)C1 (configuration not stated) | 91 | 104 | 101 | 102 | 106 | 93 | 97 | 101
COc1ccc(/C=N\NC(=S)Nc2ccc(F)cc2)cc1OC | 86&85 | 101&96 | 104&111 | 91&103 | 102&97 | 92&90 | 107&120 | 97&107
O=C(Nc1ccc(Cl)cc1)Sc1nnc2sc3ccccc3n12 | 75 | 97 | · | 109 | 96 | 80 | 110 | 98
C#CC[C@@H]1C[C@]2(C)[C@H]3CC[C@@H]4[C@H]5C(C(=C)C)CC[C@]5(C(=O)NCCN(CCN)CCN)CC[C@@]4(C)[C@]3(C)CC[C@H]2C(C)(C)[C@H]1OC(C)=O (some centres not stated) | 75 | 91 | 90 | 95 | 98 | 56 | 95 | 88
Fc1ccc(Cn2cc(CSc3nc4ccccc4s3)nn2)cc1 | 84 | 100 | 93 | 97 | 95 | 81 | 91 | 102
Brc1ccc(-c2cn3ccnc3c(-c3ccc(Br)cc3)n2)cc1 | 42 | 55 | 58 | 20 | 56 | 40 | 84 | 54
Nc1nnc(-c2c[nH]c3ccc(Br)cc23)c(-c2c[nH]c3ncc(Br)cc23)n1 | 42 | 30 | 35 | 79 | 22 | 21 | 33 | 46
COc1ccc(Cl)cc1NC(=O)c1cc2c([nH]1)-c1nc(NC(=O)C(C)C)sc1CC2 | 52 | · | 105 | 94 | 77 | · | 86 | 99
CCOC(=O)C1=C(C#N)C(=C(C#N)C#N)NC1(C)O (configuration not stated) | 83 | · | 101 | 100 | 100 | · | 95 | 102
COc1ccc(/C=C2\CS(=O)(=O)C/C(=C\c3ccc(OC)cc3)C2=O)cc1 | -100* | -51* | -100* | 10 | · | · | 2.7* | -52*
COc1ccc(-c2nc(-c3nc4cc(Cl)c(F)cc4[nH]3)c3ccccn23)cc1 | 28 | 79 | 80 | 60 | 75 | 67 | 65 | 66
C[C@@H]1CC[C@@H]2[C@@H]1[C@H](OC(=O)/C=C/c1ccccc1)[C@]1(C3CCCCC3)C[C@@H](NC(=O)CO)[C@@]2(C)O1 | 72 | 50 | 96 | 95 | 101 | 92 | 92 | 59
Cn1cc(-c2nonc2-c2cn(C)c3ccccc23)c2ccccc21 | 40 | 44 | 28 | 17 | 46 | 31 | 62 | 44
Nc1ccc2c(c1)C(=O)CCC2 | 77 | 97 | 103 | 106 | · | 98 | 110 | 96
NS(=O)(=O)c1ccc(Br)cc1 | 97 | 107 | 89 | 98 | 100 | 95 | 90 | ·
O=C(Nc1ccc(C(=O)O)c(O)c1)Oc1ccccc1 | 80 | 95 | 88 | 86 | 88 | 73 | 102 | 113
NC(=O)C1CCN(c2c(Cl)cncc2Cl)CC1 | 97 | 87 | 98 | 100 | 92 | · | 88 | 105
O=C1C=CC(=Nc2ccc3c(c2)Cc2cc(F)ccc2-3)O1 | 75 | 102 | 109 | 108 | 85 | 92 | 100 | 96
C#Cc1ccc(-n2c(/C=C/c3ccc4ccccc4c3)nc3ncccc3c2=O)cc1 | 14 | 23 | 54 | 42 | 53 | 13 | 21 | 29
Cc1cccc2c1S/C(=C/c1ccc(Cl)cc1)C2=O | 72 | 95 | 101 | 94 | 78 | 89 | 162 | 92
CCc1c2cc(Cl)ccc2n2cc(Cc3ccccc3)[nH]c(=O)c12 | 82 | 93 | 109 | 100 | 91 | · | 120 | 101

Screening results from PubChem BioAssay.
